Source: PubChem BioAssay
Mdm2 ligase inh = inhibitors of human Mdm2 E3 ubiquitin ligase; cell-based MDM2 ubiquitination luciferase reporter, 2 h; 0 = plate control, 100 = twice control, blank-subtracted; AID 1230; signal enhancement, % at 5 µM; 210,000 compounds, 0.11% hits;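 active = signal enhancement of 30% or more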;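 also: luminescence tracks abundance of the self-degrading MDM2-luciferase fusion protein; higher signal means inhibition of MDM2 E3 ligase activity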
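Material: Stable MDM2–luciferase fusion reporter cells | Amount: 2000 cells seeded into each well | Dosing: One concentration, 5 µM, with 0.2% DMSO | Incubation: 4 h cell settling then 2 h compound exposure, 37 °C | Measured by: Luciferase luminescence | Read-out basis: % enhancement relative to plate controls after blank subtraction | Benchmarks: Control and blank well means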
Runt-SMMHC FRET = blocks binding of human RUNX1 Runt domain to CBFb-SMMHC; Q01196+Q13951; Cerulean-Runt/Venus-CBFb-SMMHC FRET ratio 530/480, 1 h; inhibition, % at 20 µM; 220,000 compounds, 0.74% hits;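 active = mean inhibition across duplicate retests at 20 µM reaching about 50%, limit read from the data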;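 also: 0% = DMSO wells and 100% = wells with excess untagged CBFb-SMMHC; inhibitors lower the FRET ratio by blocking Runt binding to CBFb-SMMHC; some results filed as inactive read as strong as hits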
Target sequence (Q01196 whole entry, looked up, the tested form may be a part): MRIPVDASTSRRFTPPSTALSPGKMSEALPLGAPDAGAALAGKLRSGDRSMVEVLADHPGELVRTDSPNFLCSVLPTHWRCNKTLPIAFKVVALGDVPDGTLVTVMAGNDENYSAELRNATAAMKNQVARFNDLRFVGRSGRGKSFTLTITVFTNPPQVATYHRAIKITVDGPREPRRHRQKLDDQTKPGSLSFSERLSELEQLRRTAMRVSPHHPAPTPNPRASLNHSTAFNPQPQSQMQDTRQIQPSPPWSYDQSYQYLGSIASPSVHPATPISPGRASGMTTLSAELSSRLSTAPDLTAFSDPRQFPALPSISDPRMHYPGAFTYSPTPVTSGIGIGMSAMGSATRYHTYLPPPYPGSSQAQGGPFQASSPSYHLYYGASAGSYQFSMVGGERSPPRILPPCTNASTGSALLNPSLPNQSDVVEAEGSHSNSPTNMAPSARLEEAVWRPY
Target sequence (Q13951 whole entry, looked up, the tested form may be a part): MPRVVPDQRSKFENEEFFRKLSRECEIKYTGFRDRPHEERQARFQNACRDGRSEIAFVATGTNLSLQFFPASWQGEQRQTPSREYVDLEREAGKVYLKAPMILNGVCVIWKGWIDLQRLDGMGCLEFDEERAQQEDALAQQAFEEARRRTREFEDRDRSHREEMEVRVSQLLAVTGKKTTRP
NPY-Y1 PAM-ag = human NPY-Y1 potentiation or agonism, primary screen; P25929; NPY-Y1 expressing cells, potentiator/agonist activation; activation, % at 3.6 µM; 220,000 compounds, 0.37% hits; AID 1304; in the data active = activation above about 33%, passing the limit was not always enough;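 also: cells stimulated with NPY at EC10 then isoproterenol at EC100; 0% = low agonist plus stimulus and 100% = saturating agonist plus stimulus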
RBBP9 inhibitor = blocks human serine hydrolase RBBP9; O75884; recombinant RBBP9, FP-Rh probe fluorescence polarization; inhibition, % at 7.94 µM; 220,000 compounds, 0.2% hits; AID 1515;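 active = inhibition above the campaign mean of all tested compounds plus 3 SD, cut at about 14% in these data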;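 also: plate controls were DMSO wells with RBBP9 for no effect and wells lacking RBBP9 protein for full effect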
Target sequence (O75884 whole entry, looked up): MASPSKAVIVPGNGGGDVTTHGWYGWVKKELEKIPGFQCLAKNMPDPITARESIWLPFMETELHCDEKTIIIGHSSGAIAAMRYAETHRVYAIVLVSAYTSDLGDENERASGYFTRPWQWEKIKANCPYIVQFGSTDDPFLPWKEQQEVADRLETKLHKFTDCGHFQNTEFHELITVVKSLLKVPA
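Test system: recombinant human RBBP9; Timing: 30 min then 45 min, 25 °C; Detection: fluorescence polarization; Control set: RBBP9 with DMSO as uninhibited control, no-protein wells as full inhibition; Compound dosing: one concentration, 7.94 µM nominal, 0.794% DMSO; Probe or stimulus: FP-Rh activity-based probe, 375 nM before mixing.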
NPY Y1 blocker = antagonists of human neuropeptide Y receptor Y1. inhibition, % at 3.6 µM. HEK293-CNG Y1 cells, membrane potential fluorescence; NPY at EC95, then isoproterenol. AID 1040. 200,000 compounds, 1% hits. P25929;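 active = inhibition above the campaign mean inhibition of all tested compounds plus 3 SD, cut at about 20% in these data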;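 also: 0% = DMSO wells given NPY plus isoproterenol and 100% = isoproterenol alone without NPY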
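System: HEK293 cells with Y1 receptor plus CNG channel / Probe or stimulus: NPY 25 nM then isoproterenol 1 µM plus Ro 20-1724 25 µM / Compound: one concentration, 3.6 µM, in 0.4% DMSO / Schedule: compound incubation 1 h at room temperature, readout 45 min post-stimulation / Measured by: membrane potential fluorescence / Read-out: % inhibition of NPY effect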
NPY2 pot ag = potentiators or agonists of human neuropeptide Y receptor Y2; cells expressing NPY-Y2, potentiator/agonist read-out; activation, % at 3.6 µM; P49146; 220,000 compounds, 0.45% hits; in the data active = activation above about 27%;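 also: cells stimulated with NPY near EC25 plus isoproterenol at EC100; 0% = vehicle plus submaximal agonist and 100% = vehicle plus saturating agonist; some results beyond the cut were filed as inactive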
Runt-CBFb FRET = blocks binding of human RUNX1 Runt domain to CBFb; Q01196+Q13951; Cerulean-Runt/Venus-CBFb FRET ratio 530/480, 1 h; inhibition, % at 20 µM; 220,000 compounds, 0.46% hits;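 active = inhibition over about 50% at 20 µM in the single-dose screen, limit read from the data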;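 also: 0% = DMSO wells and 100% = excess unlabeled CBFb competitor control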
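Assay system: Cerulean-Runt domain fusion protein, energy donor; Signal: fluorescence energy transfer, 422 nm excitation, 530/480 nm emission; Timing: 1 h compound exposure, room temperature; Control set: unlabeled CBFb; Medium: Tris buffer pH 7.5 with salts and BSA; Compound: single test concentration of 20 µM, 1% DMSO final; Probe or stimulus: Venus-CBFb 100 nM.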
Hck-Nef inh = human Hck-Nef kinase inhibition; P08631; Recombinant Hck-YEEI plus Nef, Z-Lyte FRET kinase assay; inhibition, % at 20 µM; 220,000 compounds, 0.68% hits;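 active = Hck-Nef kinase inhibition above about 50%, limit read from the data; inactive = inhibition below that limit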;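 also: 0% = DMSO with Hck plus Nef and 100% = Hck alone without Nef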
p97 ATPase inh = inhibitors of human p97 ATPase; inhibition, % at 8 µM; 220,000 compounds, 0.42% hits; recombinant p97 ATPase, Kinase-Glo ATP luminescence, 3 h; P55072; in the data active = inhibition above about 15%;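 also: 0% = DMSO vehicle and 100% = wells lacking enzyme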
* hit, by the source's call; x = no result given.

SMILES	Mdm2 ligase inh	Runt-SMMHC FRET	NPY-Y1 PAM-ag	RBBP9 inhibitor	NPY Y1 blocker	NPY2 pot ag	Runt-CBFb FRET	Hck-Nef inh	p97 ATPase inh
Cc1cccc(-n2nnnc2SCC(=O)NCC2CCCO2)c1 (configuration not stated)	x	-2	-12	-12	x	2	2	23	-2
C=CCn1c(SCC(=O)N2CCOCC2)nc(O)cc1=O	3	-8	17	-2	6	-4	x	-2	1
COc1cc(CCCN2C(=S)NC[C@H]2Cc2ccc(O)cc2)cc(OC)c1OC	x	0	6	-4	-3	-8	1	-3	2
COc1ccc(NC(=O)CC(Cc2ccccc2)C(=O)O)cc1 (configuration not stated)	-11	-2	-4	-2	1	-17	-2	0	-2
Cc1nc(C)c(C(=O)Nc2cccc(C)c2C)o1	-6	-1	-5	-1	0	3	2	-2	4
O=C1CC(NC23CC4CC(CC(C4)C2)C3)C(=O)N1c1ccc2c(c1)OCO2 (configuration not stated)	-12	4	-5	-10	8	4	4	0	-3
C1CN(c2nc3nonc3nc2N2CCSCC2)CCO1	-9	0	14	0	x	7	1	16	5
N/C(=N\OC(=O)CCCN1C(=O)c2ccccc2C1=O)c1ccc(Br)cc1	x	x	-16	0	-8	8	x	2	3
Cc1ccc2nc3c(cc(C#N)c(=O)n3CC3CCCO3)c(=O)n2c1 (configuration not stated)	2	65*	12	-10	-7	3	52*	189*	6
COc1ccc(S(=O)(=O)N2CCOCC2)cc1C(C)C	-10	-6	0	-3	2	15	1	5	3
Cc1ccc(-c2c3c(nc4sc(C(N)=O)c(N)c24)CCC3)cc1	-8	0	-10	-3	0	-7	x	2	6
O=C(O)CCCCCNC(=O)C(=O)C1C(=O)Nc2ccccc21 (configuration not stated)	-10	0	20	-9	x	6	-1	3	5
Cc1cccc(N2CCN(C(=O)CCN3C(=O)C4C5C=CC(C5)C4C3=O)CC2C)c1 (configuration not stated)	x	2	5	5	4	1	0	13	-2
Cc1nn(-c2ccc([N+](=O)[O-])cc2)c2c1C(c1cccc(Br)c1)N1C(=N2)C(=O)Nc2ccccc21 (configuration not stated)	-10	-22	4	-9	3	16	-12	-7	-2
CC1CCN(C(=O)Cn2c(=O)n(CCc3ccccc3)c(=O)c3ccccc32)CC1	-3	2	-9	0	2	-2	0	2	8
O=S(=O)(Cc1ccccc1)NCC1CCCN(Cc2ccc3nonc3c2)C1 (configuration not stated)	-3	-3	6	-3	-1	12	-1	13	3
CCC1Oc2ccc(C)cc2N(CC(=O)N(Cc2ccc3c(c2)OCO3)CC2CCCO2)C1=O (configuration not stated)	3	-1	7	-7	6	-6	-3	2	-1
COCCN(C(=O)Nc1ccccc1)C(C)c1cccnc1 (configuration not stated)	-8	-3	2	-7	9	-5	2	0	-7
N#CC(C#N)=C/C(C#N)=C(/N)N1CCN(c2ccc(Cl)cc2)CC1	-15	0	16	-9	3	-8	x	1	2
Cc1cccc(OCCCCc2c(C)n[nH]c2C)c1C	-16	-2	28	-10	4	1	-4	3	1
Cc1ccc2cccc(NC(=S)NC(=O)c3ccnn3C)c2n1	7	-4	-77	-6	9	-20	-1	2	-7
COC(CNC(=O)c1ccc(N2CCc3ccccc32)c([N+](=O)[O-])c1)OC	-5	-1	3	-7	9	0	1	2	2
Cn1c(=O)cc(NCCc2ccccc2)[nH]c1=O	10	2	2	-8	1	-2	-1	-1	0
Cc1c(NC(=O)C(C)OC(=O)c2cccs2)c(=O)n(-c2ccccc2)n1C (configuration not stated)	-18	4	-12	-8	3	2	-3	-2	-8
FC(F)(F)c1cccc(CNc2ncccc2-c2nc3cc(Cl)ccc3o2)c1	-4	2	4	-8	-3	-9	0	32	0
Cc1cc(CNC(=O)C(C)n2nc(C)c([N+](=O)[O-])c2C)c2ccccc2n1 (configuration not stated)	-10	0	-10	-3	-3	-8	0	21	6
COc1cccc(CNC(=O)C2CCN(S(=O)(=O)c3ccc(F)cc3)CC2)c1	7	-1	-6	5	-2	4	2	0	1
COc1ccc(-n2nc3c(c2NC(=O)C24CC5CC(CC(C5)C2)C4)CS(=O)C3)cc1 (configuration not stated)	-10	-5	-15	-7	4	-12	1	0	-4
COc1ccc(N/C=C\C(=O)c2ccc3c(c2)OCO3)cc1OC	-5	-46	-46	5	8	-18	-26	11	7
COC(=O)c1ccc(Cn2cnc3c(cnn3-c3ccc(C)c(C)c3)c2=O)o1	3	-5	-20	-7	27*	-17	-5	12	-5

Compound profiles, from the list above:
Profile of COCCN(C(=O)Nc1ccccc1)C(C)c1cccnc1 (configuration not stated) → Mdm2 ligase inh: -8; Runt-SMMHC FRET: -3; NPY-Y1 PAM-ag: 2; RBBP9 inhibitor: -7; NPY Y1 blocker: 9; NPY2 pot ag: -5; Runt-CBFb FRET: 2; Hck-Nef inh: 0; p97 ATPase inh: -7
Profile of COc1ccc(S(=O)(=O)N2CCOCC2)cc1C(C)C → Mdm2 ligase inh: -10; Runt-SMMHC FRET: -6; NPY-Y1 PAM-ag: 0; RBBP9 inhibitor: -3; NPY Y1 blocker: 2; NPY2 pot ag: 15; Runt-CBFb FRET: 1; Hck-Nef inh: 5; p97 ATPase inh: 3

Next records:
SMILES	Mdm2 ligase inh	Runt-SMMHC FRET	NPY-Y1 PAM-ag	RBBP9 inhibitor	NPY Y1 blocker	NPY2 pot ag	Runt-CBFb FRET	Hck-Nef inh	p97 ATPase inh
O=C(C1CC1)N1CCN(c2nc3ccccc3s2)CC1	-4	0	-1	4	11	17	-1	-1	-2
COC(=O)c1ccc(C)c(NC(=O)Cc2ccc([N+](=O)[O-])cc2)c1	-8	0	-7	-6	5	-2	2	11	-4
Cc1ccc(C(N)=Nc2ccccc2)cc1	-1	-2	4	-2	x	9	1	5	8
Cc1ccccc1NC(=O)Oc1cccc(OC(=O)c2ccccc2)c1	x	-1	19	-5	x	3	1	34	6
O=C(CSc1ccc(-c2ccccc2)nn1)c1ccccc1	-9	4	-2	-4	1	12	2	4	1
O=C(c1ccccc1)N1CCN(C(=O)N2CCCCC2)CC1	1	-2	11	1	3	5	-2	-6	6
COc1cc(/C=C/C(=O)O)cc(S(=O)(=O)NCc2ccc3c(c2)OCO3)c1OC	-2	x	10	-6	8	-15	x	49	4
CCOc1ccc(Cl)cc1S(=O)(=O)n1cnc2cc(C)c(C)cc21	5	-6	-20	-8	2	1	-4	-18	3
Cn1ncc(Cl)c(Oc2ccc(Cl)cc2)c1=O	5	1	13	-6	2	11	0	1	4
O=C(NCCSc1ccccc1)c1ccc(CN2CCOCC2)cc1	-2	1	19	-5	x	0	-1	20	4
Cc1nn(CC(=O)NC2C(=O)N3C(C(=O)O)=C(CSc4nnnn4C)CSC23)cc1Br (configuration not stated)	x	-1	18	-5	1	2	2	5	3
Cc1cc2c(=O)n(NC(N)=O)c(C)nc2s1	-8	5	13	-1	3	3	0	3	1
CCOC(=O)/C=C1\SCC(=O)N1CC(=O)NCc1ccc(OC)c(OC)c1	-16	2	-10	-4	-1	4	0	16	-2
CCN1CCN(C(=S)Nc2ccc(Cl)cc2Cl)CC1	-11	-1	12	-6	-4	1	2	2	4
O=C(CN1CCN(Cc2ccccc2)CC1)c1c[nH]c2ccccc12	-35	-7	3	-8	3	6	1	2	5
CCOC(=O)C1(Cc2ccccc2C(F)(F)F)CCN(CC(O)CO)CC1 (configuration not stated)	-19	-2	11	0	3	8	-1	6	-1
Cc1ccc(/C=C2\CC(C)CC3=C2NC(=S)NC3c2ccc(C)cc2)cc1 (configuration not stated)	x	3	-23	-11	x	4	9	-5	4
O=C1c2ccccc2C(Nc2ccccc2)N1Cc1ccc2c(c1)OCO2 (configuration not stated)	-5	1	-19	-4	x	-28	-2	20	-1
O=c1c2ccccc2c(-c2cccc(C(F)(F)F)c2)nn1-c1ccccc1	-11	2	-28	3	x	-9	-8	26	1
O=[N+]([O-])c1cccc(-c2nc(-c3ccccc3)no2)c1	-7	1	12	-14	-3	13	3	20	5
COc1ccc(C(=O)CCNc2ccc(C)c(Cl)c2)cc1	-7	-4	12	-9	9	-7	1	0	2
Clc1ccc(NCc2nncn2-c2ccccc2)cc1	6	0	6	6	-1	3	0	3	4
C=CCN1C(=O)C(C)(C)N(C(C)=O)c2ccccc21	-2	-1	-30	-6	2	-6	-2	9	7
CCCCN(CC)C(=O)CSc1nc2ccccc2c(=O)n1CC1COc2ccccc2O1 (configuration not stated)	-19	1	-7	-2	-3	-5	22	2	-3
CS(=O)(=O)N1CCN(c2ccc(Cl)cc2[N+](=O)[O-])CC1	-13	-4	-5	1	-3	0	-4	0	-3
CCCC1=C(C(=O)OCC)C(c2ccco2)n2ncnc2N1 (configuration not stated)	-102	0	15	-1	x	0	0	10	4
COc1ccc(NC(=O)N2CCN(c3ccc([N+](=O)[O-])cc3)CC2)cc1	6	x	6	-9	-1	-1	x	24	3
Cc1ccc2nc3sc(-c4nnc(-c5ccccc5[N+](=O)[O-])o4)c(N)c3cc2c1	-16	-13	-7	0	-2	-10	6	7	-1
CC(=O)N(c1ccc(Cl)cc1)c1nc(C)cc(C)c1C#N	-7	4	-14	-4	3	-1	0	14	0
COc1ccc(N(CC(=O)N/N=C(\C)c2cccs2)S(=O)(=O)c2ccccc2)cc1Cl	-4	0	-1	-3	3	-7	0	19	6
Cc1ccccc1OCC(=O)NC(=S)Nc1ccc2c3c(cccc13)CC2	5	-3	7	-3	6	0	2	0	-4
CCN(CC)S(=O)(=O)c1cccc(C(=O)N/N=C/c2cc(OC)c(O)c(OC)c2)c1	-7	0	-2	-4	0	8	3	1	2
CC(C)N1C(=O)C2ON(c3ccccc3)C(c3cccs3)C2C1=O (configuration not stated)	-4	0	-10	-3	1	-18	0	1	-5
CCOC(=O)c1sc(=NC(=O)CCSc2ccccc2)n(C)c1C	-17	4	-11	-1	5	-10	2	-11	4
CNCC/C=C1/c2ccccc2CSc2ccccc21	-2	8	-30	-7	1	-2	0	5	-4
CN1/C(=C/C(=O)c2nc(S(C)(=O)=O)ncc2Cl)C(C)(C)c2ccccc21	2	-7	-5	8	1	9	-2	0	2
COC(=O)C(NC(=O)c1ccc(F)cc1)(Nc1ncc(S(=O)(=O)c2ccc([N+](=O)[O-])cc2)s1)C(F)(F)F (configuration not stated)	-7	4	32	-7	-3	12	2	0	2
